VP16 counter = inhibits Gal4-VP16 luciferase reporter, ROR gamma counter-screen | Drosophila S2 Gal4-VP16 UAS-luciferase, luminescence, 20 h | Potency, µM (series often up to 53.6 µM), for inactives: top-dose activity, negative = inhibition, most hits filed as inhibitors | 3.5% of 310,000 active | AID 2546;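 further: Gal4-VP16 expression switched on by copper sulfate through the metallothionein promoter; potency means the concentration at half of the fitted maximal effect; on the % scale 0 is the no-effect control and ±100 the full control effect; nearly all actives have a fitted effect of over 50% in size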
RORgamma inh = inhibitors of mouse ROR gamma transcriptional activity | P51450 | Drosophila S2 Gal4-RORgamma UAS-luciferase reporter, 20 h | Potency, µM (top dose mostly 53.6 µM), without a hit: at the highest dose activity change, negative = inhibition, most hits filed as inhibitors | 5.4% of 310,000 active | AID 2551; further: potency means the concentration at half of the fitted maximal effect; on the % scale 0 is the no-effect control and ±100 the full control effect; nearly all actives have a fitted effect of over 60% in size
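Compounds are pin-transferred onto Drosophila Schneider cells expressing a copper-inducible Gal4–ROR gamma transactivation domain fusion. After 1 hr, copper sulfate is added to 700 uM final; luciferase is read 20 hr later.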
uPA surface inh = inhibitors of cell surface uPA generation | cell surface uPA generation assay, qHTS | Potency, µM (top dose mostly 38.3 µM), without a hit: at the highest dose activity change, negative = inhibition, hits mostly inhibitors | 0.31% of 330,000 active | AID 540303; active means well fitted inhibition curve with a large enough effect; inconclusive means small, poorly fitted or top-dose-only effect; inactive means no such curve, though single readings can be large or run the other way; tested in mouse RAW 264.7 cells; further: potency means the concentration at half of the fitted maximal effect; on the % scale 0 is the no-effect control and ±100 the full control effect; nearly all actives have a fitted effect of over 55% in size
Tb PFK inh = inhibitors of T. brucei phosphofructokinase | T. brucei PFK, ADP-Glo luminescence | O15648 | Potency, µM (series often up to 57.5 µM), for the others: top-dose activity, negative = inhibition, actives largely listed as inhibitors | AID 485367 | 0.17% of 330,000 active;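 further: potency means the concentration at half of the fitted maximal effect; 0% = uninhibited 1x PFK enzyme wells and -100% = no-enzyme wells; nearly all actives have a fitted effect of over 60% in size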
Target sequence (O15648 whole entry, looked up): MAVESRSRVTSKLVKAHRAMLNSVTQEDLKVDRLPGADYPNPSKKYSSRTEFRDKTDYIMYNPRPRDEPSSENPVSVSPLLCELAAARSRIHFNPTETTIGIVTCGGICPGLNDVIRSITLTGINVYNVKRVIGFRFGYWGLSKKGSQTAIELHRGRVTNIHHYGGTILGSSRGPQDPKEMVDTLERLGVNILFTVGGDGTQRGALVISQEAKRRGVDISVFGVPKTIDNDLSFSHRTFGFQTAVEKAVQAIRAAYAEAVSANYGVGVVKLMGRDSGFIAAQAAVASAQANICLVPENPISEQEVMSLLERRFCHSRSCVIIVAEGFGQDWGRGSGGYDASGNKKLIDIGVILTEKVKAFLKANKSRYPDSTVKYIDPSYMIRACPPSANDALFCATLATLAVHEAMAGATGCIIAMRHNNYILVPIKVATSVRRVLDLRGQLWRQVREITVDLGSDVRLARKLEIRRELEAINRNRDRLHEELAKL
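Compounds were pin-transferred as a titration series up to 57 uM into substrate buffer (0.5 mM F6P, 0.1 mM ATP, pH 8.0), then 1.25 nM PFK was added and reactions ran 45 min before ADP-Glo detection.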
Giardia kill = Giardia lamblia killing; activity change, % at 7.66 µM, hits read low; Giardia lamblia trophozoite viability; 0.15% of 340,000 active; in the data active means activity change below about -80%; inconclusive means between about -30% and that limit;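 further: parasites exposed to compound for two days anaerobically before the ATP read; on the % scale 0 is the no-effect control and ±100 the full control effect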
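Giardia trophozoites, 100 cells per well, were exposed to compounds for 48 hrs at 37 deg C under anaerobic conditions; viability was then read as ATP content by bioluminescence after 15-30 min at room temperature.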
NPC1 prom act = NPC1 promoter activation; Huh7 NPC1 promoter luciferase reporter, 24 h; Potency, µM (titrated, usually from 9.22 µM), for the others: top-dose activation, most hits filed as activators; 2.4% of 320,000 active;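 further: potency means the concentration at half of the fitted maximal effect; % of control where 0% means no effect; nearly all actives have a fitted effect of over 60% in size; reporter is driven by a mutant NPC1 promoter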
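In 1536-well qHTS, Huh7 cells harboring an NPC1 promoter–luciferase construct received compound for 24 h; activation was quantified by luminescence following luciferase reagent addition.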
ELG1 genotox = induces genotoxicity in HEK293T cells with luciferase-tagged ELG1; HEK293T ELG1-luciferase reporter, luminescence, 16 h; Potency, µM (doses to about 46 µM), without a hit: top-dose activity change, positive = activation, hits mostly activators; 1.3% of 330,000 active; AID 504466; further: potency means the concentration at half of the fitted maximal effect; % of control where 0% means no effect; nearly all actives have a fitted effect of over 60% in size
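Step 1: seed 2,000 HEK293T ELG1-luciferase cells per well. Step 2: add compound or DMSO, incubate 16 hr at 37 °C. Step 3: ONE-Glo, 30 min at room temperature, read luminescence.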
FBPA coupling cs = coupling enzyme interference in Giardia aldolase counter-screen | AID 2472 | 0.67% of 290,000 active | activity change, negative = inhibition, % at 58.2 µM, hits read low | coupling enzyme system counterscreen, AmpLite Red fluorescence; in the data active means activity change below about -30%; further: on the % scale 0 is the no-effect control and ±100 the full control effect
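Coupling enzymes only (glyceraldehyde-3-phosphate) + compound, at 57.5 uM final, 10 min RT; add substrate/coupling/AmpLite Red mix, 20 min RT; fluorescence ex 525/em 598 nm. Actives flag coupling-system interference.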
Rab9 prom act = activators of Rab9 promoter. Huh7 Rab9 promoter-luciferase reporter, luminescence, 24 h. Potency, µM (series often up to 9.22 µM), inactives show at the top dose activation, negative = inhibition, hits mostly activators. 2.8% of 320,000 active; further: potency means the concentration at half of the fitted maximal effect; % of control where 0% means no effect; nearly all actives have a fitted effect of over 60% in size
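Cell-based reporter: Huh7 stable for Rab9 promoter-driven luciferase, plated in reduced-serum medium with 10% FBS at 1500 cells/well, compound-treated 24 h at 37 °C, luminescence read after 10 min reagent.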
KCNH2 3.1 block = inhibitors of human KCNH2 3.1 potassium channel isoform; U2OS KCNH2 3.1, thallium flux FluxOr; hits give low values; activity change, % (tested at about 1.8 µM); 0.95% of 340,000 active;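 active means maximum activity change below -70%; inconclusive means maximum activity change from -70% to -50%; inactive means maximum activity change above -50%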;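 further: thallium influx rate constant from kinetic fluorescence after stimulation buffer; on the % scale 0 is the no-effect control and ±100 the full control effect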
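Kinetic fluorescence (2 min after stimulation buffer) measures Tl+ influx through KCNH2 3.1 expressed by viral transduction in U2OS cells; the rate constant is normalized against DMSO controls serving as positive and negative references.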
FLuc modulator = firefly luciferase modulation, counter-screen for miR-21 project; P08659; 6.9% of 360,000 active; AID 588342; Potency, µM (doses to about 57.5 µM), without a hit: top-dose activity change, negative = inhibition, actives largely listed as inhibitors; purified FLuc, Km substrates, luminescence inhibition;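 further: potency means the concentration at half of the fitted maximal effect; plate controls were vehicle for no effect and reference inhibitor for full effect; nearly all actives have a fitted effect of over 55% in size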
Target sequence (P08659 whole entry, looked up): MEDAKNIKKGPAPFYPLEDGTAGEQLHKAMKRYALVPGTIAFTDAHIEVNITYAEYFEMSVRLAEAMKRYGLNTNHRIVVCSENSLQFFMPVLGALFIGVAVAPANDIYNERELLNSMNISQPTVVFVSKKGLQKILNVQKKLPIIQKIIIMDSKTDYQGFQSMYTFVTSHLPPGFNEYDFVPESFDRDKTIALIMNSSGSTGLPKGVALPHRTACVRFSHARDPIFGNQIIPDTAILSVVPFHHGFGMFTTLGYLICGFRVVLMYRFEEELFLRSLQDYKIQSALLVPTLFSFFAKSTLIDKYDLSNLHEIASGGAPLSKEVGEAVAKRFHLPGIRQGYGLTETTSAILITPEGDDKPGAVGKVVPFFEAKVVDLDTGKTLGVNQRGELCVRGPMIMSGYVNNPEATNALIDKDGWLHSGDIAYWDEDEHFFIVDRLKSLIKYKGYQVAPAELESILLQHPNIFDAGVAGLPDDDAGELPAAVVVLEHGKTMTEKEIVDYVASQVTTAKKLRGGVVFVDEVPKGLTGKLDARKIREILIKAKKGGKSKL
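Biochemical qHTS of compounds, final roughly 60 µM downward over six points, against 10 nM purified firefly luciferase using Km concentrations of substrates (10 uM D-luciferin, 10 uM ATP) in Tris acetate pH 7.5 buffer; luminescence output.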
An asterisk follows results filed as active; [ ] = dose if it differs, or a comment. Unless noted, the call rests on the fitted dose curve; in most records, active means well fitted curve in the direction sought with a large enough effect; inconclusive means small, poorly fitted or top-dose-only effect, or another doubt; inactive means no such curve, though single readings can be large; an effect the other way counts as inactive or inconclusive.

For O=C(CSCc1nc2c(nnn2Cc2ccc(F)cc2)c(=O)[nH]1)Nc1cccc(C(F)(F)F)c1 the results were VP16 counter -8%, RORgamma inh -10%, uPA surface inh 2%, Tb PFK inh 1%, Giardia kill 3, NPC1 prom act 1%, ELG1 genotox -2%, FBPA coupling cs 0, Rab9 prom act -7%, KCNH2 3.1 block -7 and FLuc modulator -12%.
Screening COc1ccc(NC(=O)c2cc(S(=O)(=O)N3CCc4ccccc43)cn2C)cc1OC returned VP16 counter -15%, RORgamma inh 15%, uPA surface inh -15%, Tb PFK inh 3%, Giardia kill -20, NPC1 prom act -2%, ELG1 genotox 9%, FBPA coupling cs -3, Rab9 prom act 0%, KCNH2 3.1 block 3 and FLuc modulator 3%.
`O=C(CSc1ccc(-c2ccccc2)nn1)NC1CCCC1` gave VP16 counter -12%, RORgamma inh 17%, uPA surface inh 10%, Tb PFK inh -3%, Giardia kill 14, NPC1 prom act 2%, ELG1 genotox 5%, FBPA coupling cs 2, Rab9 prom act 2%, KCNH2 3.1 block 8 and FLuc modulator -13%.
`NC(=O)c1ccc(N2CCCCC2)c(N2C(=O)CCC2=O)c1` gave VP16 counter -2%, RORgamma inh -22%, uPA surface inh 6%, Tb PFK inh 3%, Giardia kill 8, NPC1 prom act 0%, ELG1 genotox -1%, FBPA coupling cs 1, Rab9 prom act 2%, KCNH2 3.1 block 3 and FLuc modulator -1%.
`COc1cc(OC)c2c(-c3cccc(-c4ccc(C#N)cc4)c3)cc(=O)oc2c1` gave VP16 counter -6%, RORgamma inh 6%, uPA surface inh inconclusive, Tb PFK inh -9%, Giardia kill -25, ELG1 genotox -1%, FBPA coupling cs 2 and KCNH2 3.1 block -17.
For C[C@]12c3[nH]c4cc(-c5ccco5)ccc4c3CCN1C(=O)[C@@H](CC(=O)NCCc1ccccn1)C[C@@H]2C(=O)N1CCCCC1 the results were uPA surface inh inconclusive, Tb PFK inh 1%, Giardia kill 15, ELG1 genotox -1% and KCNH2 3.1 block -3.
For COc1cccc(/C=C2\SC(=S)N(CC(=O)N(C)C3CCS(=O)(=O)C3)C2=O)c1 (centres undefined) the results were VP16 counter 1%, RORgamma inh -44%, uPA surface inh 0%, Tb PFK inh 1%, Giardia kill -18, NPC1 prom act -1%, ELG1 genotox 5%, FBPA coupling cs 0, Rab9 prom act -2%, KCNH2 3.1 block 21 and FLuc modulator 11µM*.
Cc1ccccc1N(Cc1ccccc1F)S(C)(=O)=O was read as VP16 counter 8%, RORgamma inh 2%, Tb PFK inh -3%, Giardia kill -6, NPC1 prom act 0%, ELG1 genotox 0%, FBPA coupling cs -6, Rab9 prom act 5%, KCNH2 3.1 block 3 and FLuc modulator 10%.
For CCOC(=O)c1c(C)nc2c(c1-c1ccc(OC)cc1)C(=O)CC(C)(C)C2 the results were VP16 counter -5%, RORgamma inh 25%, uPA surface inh 1%, Tb PFK inh -1%, Giardia kill -1, NPC1 prom act 2%, ELG1 genotox -8%, FBPA coupling cs 2, Rab9 prom act 1%, KCNH2 3.1 block 5 and FLuc modulator -1%.
For CCN(CC)S(=O)(=O)c1ccc(C(=O)NCc2n[nH]c(=S)n2-c2ccc(Cl)c(Cl)c2)cc1 the results were VP16 counter -21%, RORgamma inh 1%, uPA surface inh 2%, Tb PFK inh 3%, Giardia kill -17, NPC1 prom act -4%, ELG1 genotox -2%, FBPA coupling cs 0, Rab9 prom act -9%, KCNH2 3.1 block 0 and FLuc modulator inconclusive.
Screening CCN1CCN(CC(=O)Nc2ccc(C)c(Br)c2)CC1 returned VP16 counter -16%, RORgamma inh 13%, uPA surface inh -13%, Tb PFK inh 0%, Giardia kill 2, NPC1 prom act -2%, ELG1 genotox 2%, FBPA coupling cs 2, Rab9 prom act 0%, KCNH2 3.1 block -6 and FLuc modulator -1%.
For CCOCCOC(=O)c1cccc(NC(=O)OCC)c1 the results were VP16 counter 8%, RORgamma inh -6%, uPA surface inh 0%, Tb PFK inh 3%, Giardia kill 27, NPC1 prom act 13%, ELG1 genotox 7%, FBPA coupling cs 2, Rab9 prom act 15%, KCNH2 3.1 block 20 and FLuc modulator 1%.
CCOc1ccccc1NC(=O)CN1C(=O)COc2ccccc21 was read as VP16 counter -3%, RORgamma inh 14%, uPA surface inh 6%, Tb PFK inh 2%, Giardia kill 1, NPC1 prom act -1%, ELG1 genotox 0%, FBPA coupling cs 1, Rab9 prom act 1%, KCNH2 3.1 block 0 and FLuc modulator 4%.
Screening O=C(NC1(C(F)(F)F)NC(=O)N(C2CCCCC2)C1=O)c1cccs1 (centres undefined) returned VP16 counter -16%, RORgamma inh -11%, uPA surface inh -3%, Tb PFK inh -4%, Giardia kill -11, NPC1 prom act 0%, ELG1 genotox -3%, FBPA coupling cs 1, Rab9 prom act -4%, KCNH2 3.1 block -8 and FLuc modulator -2%.
Cc1ccc(/C=c2\sc3nc(-c4ccccc4Br)nn3c2=O)o1 was read as VP16 counter -1%, RORgamma inh -2%, uPA surface inh 3%, Tb PFK inh inconclusive, Giardia kill -2, NPC1 prom act -2%, ELG1 genotox 0%, FBPA coupling cs 0, Rab9 prom act -2%, KCNH2 3.1 block -2 and FLuc modulator -5%.
For Cc1onc(-c2c(F)cccc2Cl)c1C(=O)NCC1COc2ccccc2O1 (centres undefined) the results were VP16 counter -4%, RORgamma inh 32%, uPA surface inh -13%, Tb PFK inh -3%, Giardia kill 33[activator], NPC1 prom act 2%, ELG1 genotox -2%, FBPA coupling cs 5, Rab9 prom act 0%, KCNH2 3.1 block 1 and FLuc modulator 12%.
Screening COC(=O)C(Cc1ccc(OC(=O)c2ccccc2Cl)cc1)N1Cc2ccccc2C1=O (centres undefined) returned VP16 counter -4%, RORgamma inh -45%, uPA surface inh -12%, Tb PFK inh 14%, Giardia kill 20, NPC1 prom act inconclusive, ELG1 genotox 15%, FBPA coupling cs 0, Rab9 prom act 4µM*, KCNH2 3.1 block 0 and FLuc modulator inconclusive.
Screening COCCn1c(CN2CCN(c3ccc(OC)cc3)CC2)nc2c1c(=O)n(C)c(=O)n2C returned VP16 counter -7%, RORgamma inh 3%, uPA surface inh 1%, Tb PFK inh 0%, Giardia kill 5, NPC1 prom act 0%, ELG1 genotox 5%, FBPA coupling cs 2, Rab9 prom act -6%, KCNH2 3.1 block 15 and FLuc modulator 1%.
COc1cccc(NC(=O)Cn2cc(C#N)c3ccccc32)c1 was read as VP16 counter -4%, RORgamma inh 7%, uPA surface inh 9%, Tb PFK inh 3%, Giardia kill -6, NPC1 prom act -2%, ELG1 genotox -3%, FBPA coupling cs 0, Rab9 prom act -1%, KCNH2 3.1 block 10 and FLuc modulator 2%.
Screening S=C(NCc1ccco1)N1CCN(c2nc(-c3ccc(Cl)cc3)cs2)CC1 returned VP16 counter inconclusive, RORgamma inh 11µM*, uPA surface inh -8%, Tb PFK inh -5%, Giardia kill 11, NPC1 prom act -8%, ELG1 genotox -8%, FBPA coupling cs -2, Rab9 prom act -8%, KCNH2 3.1 block 3 and FLuc modulator -10%.
For COc1ccc(CCn2c(=N)c(S(=O)(=O)c3ccc(C)cc3)cc3c(=O)n4ccccc4nc32)cc1 the results were VP16 counter -5%, RORgamma inh -23%, uPA surface inh -5%, Tb PFK inh 0%, Giardia kill 7, NPC1 prom act 3%, ELG1 genotox -5%, Rab9 prom act -1%, KCNH2 3.1 block -2 and FLuc modulator 1%.
O=C(CCc1nc2ccccc2c(=O)[nH]1)NNC(=O)c1ccc(Cl)cc1 was read as uPA surface inh 0%, Tb PFK inh 0%, Giardia kill 0, NPC1 prom act 9%, ELG1 genotox 6%, Rab9 prom act -4%, KCNH2 3.1 block -1 and FLuc modulator -2%.
O=C(O)c1ccc(/C=N/Nc2ccc(C(F)(F)F)cn2)cc1 was read as VP16 counter -27%, RORgamma inh inconclusive, uPA surface inh -5%, Tb PFK inh 10%, Giardia kill 10, NPC1 prom act 0.4µM*, ELG1 genotox inconclusive, FBPA coupling cs 6, Rab9 prom act inconclusive, KCNH2 3.1 block 24 and FLuc modulator 4.8µM*.
Cc1ccc(S(=O)(=O)NCC(c2ccco2)N2CCc3ccccc32)cc1 (centres undefined) was read as uPA surface inh -3%, Tb PFK inh -4%, Giardia kill -21, NPC1 prom act -3%, ELG1 genotox -4%, Rab9 prom act -1%, KCNH2 3.1 block -3 and FLuc modulator -3%.
COc1ccc(-c2cccc(NS(=O)(=O)c3ccccc3[N+](=O)[O-])c2)nn1 was read as uPA surface inh 1%, Tb PFK inh 1%, Giardia kill -16, NPC1 prom act -1%, ELG1 genotox 3%, Rab9 prom act 4%, KCNH2 3.1 block -13 and FLuc modulator 2%.
`Cc1cc(=O)[nH]c(SCc2nc3ccccc3n2Cc2ccccc2)n1` gave VP16 counter -5%, RORgamma inh inconclusive, Tb PFK inh 0%, Giardia kill -1, NPC1 prom act 1%, ELG1 genotox -5%, FBPA coupling cs 9, Rab9 prom act -5%, KCNH2 3.1 block -46 and FLuc modulator -5%.

Source: PubChem
